Compound activity from PubChem BioAssay.
G9a block = qHTS Assay for Inhibitors of Histone Lysine Methyltransferase G9a | AID 504332, 2011 | Histone-lysine N-methyltransferase EHMT2 (Homo sapiens), Q96KQ7 | 350,000 compounds, 8.8% hits | G9a H3K9 monomethylation, AlphaScreen, 2 h | Potency, µM (highest dose often 102 µM), for the others: top-dose activity, negative = inhibition, usual class: inhibitors; note: nearly all actives have a fitted effect of over 75% in size
Target sequence (Q96KQ7 913-1193 limits assumed): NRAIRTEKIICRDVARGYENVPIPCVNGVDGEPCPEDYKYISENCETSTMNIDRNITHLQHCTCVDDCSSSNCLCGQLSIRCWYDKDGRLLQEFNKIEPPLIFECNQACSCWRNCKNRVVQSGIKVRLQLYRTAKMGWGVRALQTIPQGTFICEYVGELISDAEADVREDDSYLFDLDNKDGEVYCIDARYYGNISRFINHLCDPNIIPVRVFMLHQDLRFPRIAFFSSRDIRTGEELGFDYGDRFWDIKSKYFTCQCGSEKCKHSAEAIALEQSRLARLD
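G9a (20 nM) preincubated 15 min RT with compounds, then 500 nM biotinylated H3K9 peptide and 20 uM SAM added; 2 h RT reaction. Monomethyl-H3K9 product detected by AlphaScreen with anti-H3K9me1 antibody, streptavidin donor and anti-rabbit IgG acceptor beads.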
GLS inh = qHTS for Inhibitors of Glutaminase (GLS); Glutaminase kidney isoform, mitochondrial (Homo sapiens), O94925; GLS enzymatic activity, qHTS titration; Potency, µM (series often up to 45.5 µM), for the others: at the top dose activity change, negative = inhibition, hits mostly inhibitors; 410,000 compounds, 0.21% hits; AID 624170, 2012
Target sequence (O94925 whole entry, looked up, canonical isoform): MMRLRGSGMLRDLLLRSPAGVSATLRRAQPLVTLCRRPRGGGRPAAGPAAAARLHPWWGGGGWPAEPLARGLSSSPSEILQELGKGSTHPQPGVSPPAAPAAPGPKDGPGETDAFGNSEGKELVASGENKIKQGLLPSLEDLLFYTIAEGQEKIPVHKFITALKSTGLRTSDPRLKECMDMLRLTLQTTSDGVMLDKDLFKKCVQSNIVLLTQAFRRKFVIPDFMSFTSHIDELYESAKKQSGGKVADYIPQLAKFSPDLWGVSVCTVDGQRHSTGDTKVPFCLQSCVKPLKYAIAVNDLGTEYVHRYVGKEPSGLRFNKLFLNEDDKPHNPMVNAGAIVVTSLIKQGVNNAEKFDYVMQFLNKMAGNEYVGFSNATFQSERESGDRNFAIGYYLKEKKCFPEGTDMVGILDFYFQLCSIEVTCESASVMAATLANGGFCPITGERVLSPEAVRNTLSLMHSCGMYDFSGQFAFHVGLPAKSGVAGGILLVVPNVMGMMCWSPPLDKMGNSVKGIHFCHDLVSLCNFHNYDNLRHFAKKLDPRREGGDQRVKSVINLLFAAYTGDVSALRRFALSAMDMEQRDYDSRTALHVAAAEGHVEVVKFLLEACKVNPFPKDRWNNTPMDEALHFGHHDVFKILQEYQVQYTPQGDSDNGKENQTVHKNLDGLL
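Enzyme dispensed in phosphate buffer (45 mM, pH 8.2, 0.02% Tween-20), compounds pinned in, then 1 mM L-glutamine solution and the glutamate oxidase–HRP–Amplex Red mix added; fluorescence read immediately and again after 30 min at room temperature.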
The depositor's hits bear a star; ? = inconclusive; & = joins results of further samples; [ ] = remark or other dose. Calls come from the whole dose curve; as a rule, active = well fitted curve in the direction sought with a large enough effect; inconclusive = small, poorly fitted or top-dose-only effect, or another doubt; inactive = no such curve, though single readings can be large; an effect the other way counts as inactive or inconclusive. % is set by controls: 0 for no effect and ±100 for the full control effect; potency is the fitted concentration of half-maximal effect. This is a subset, so the mix of outcomes need not match the whole.

#	Compound	G9a block	GLS inh
1	CC1(C(=O)O)CCC2(C)CCC3(C)C(=CC(=O)C4C5(C)CCC(O)C(C)(C)C5CCC43C)C2C1 (stereo not drawn)	-6%[12.7 µM]	1%
2	CNC(=O)C(N)CSC(C)C1=C(C)c2cc3[n-]c(cc4nc(cc5[n-]c(cc1n2)c(C)c5CCC(=O)O)C(CCC(=O)O)=C4C)c(C)c3C(C)SCC(N)C(=O)NC.[Fe+2] (stereo not drawn)	-36%[12.7 µM]	-6%
3	O=C(CC1NCCC[C@H]1O)Cn1cnc2cc(Br)c(Cl)cc2c1=O (stereo partly drawn)	-50%[12.7 µM]	-8%
4	C=C1/C(=C\C=C2/CCC[C@]3(C)[C@@H]([C@H](C)/C=C/[C@@H](O)C4CC4)CC[C@@H]23)C[C@@H](O)C[C@@H]1O	-2%[12.7 µM]	-9%
5	COCC(=O)Nc1c(I)c(C(=O)NC[C@@H](O)CO)c(I)c(C(=O)N(C)C[C@@H](O)CO)c1I	30%[21.5 µM]	6%[20 µM]
6	O=C1C(c2[nH]c3ccc(S(=O)(=O)O)cc3c2O)=Nc2ccc(S(=O)(=O)O)cc21	18µM*	-15%&-3%&-3%
7	CCC(=O)O[C@H]1C(O[C@@H]2C(C)[C@H](O[C@H]3C[C@@](C)(OC)C(O)C(C)O3)C(C)C(=O)OC(CC)[C@@](C)(O)C(O)[C@H](C)C(=O)C(C)C[C@]2(C)O)OC(C)CC1N(C)C (stereo partly drawn)	-10%[2.33 µM]	30%
8	CO[C@]1(NC(=O)[C@H](C(=O)O)c2ccc(O)cc2)C(=O)N2C(C(=O)O)=C(CSc3nnnn3C)CO[C@H]21	?	-9%[20 µM]
9	CC(/C=C/C=C(\C)C(=O)O[C@@H]1O[C@H](CO[C@@H]2O[C@H](CO)[C@@H](O)[C@H](O)[C@H]2O)[C@@H](O)[C@H](O)[C@H]1O)=C\C=C\C=C(C)\C=C\C=C(/C)C(=O)O[C@@H]1O[C@H](CO[C@@H]2O[C@H](CO)[C@@H](O)[C@H](O)[C@H]2O)[C@@H](O)[C@H](O)[C@H]1O	18µM*	-13%
10	CCN1CCC[C@@H](OC(=O)C(c2ccccc2)c2ccccc2)C1	3%[21.5 µM]	-9%[20 µM]

Later entries.
#	Compound	G9a block	GLS inh
11	NCCCC(N)CC(=O)NC1CNC(=O)C(C2CC(O)N=C(N)N2)NC(=O)/C(=C/NC(N)=O)NC(=O)C(CO)NC(=O)C(CO)NC1=O (stereo not drawn)	28%[59 µM]	0%
12	CO/N=C(\C(=O)NC1C(=O)N2C(C(=O)OCOC(=O)C(C)(C)C)=C(/C=C\c3scnc3C)CSC12)c1csc(N)n1 (stereo not drawn)	-36%[2.33 µM]	-7%
13	CC[C@H](C)[C@H](N)C1=N[C@H](C(=O)N[C@@H](CC(C)C)C(=O)N[C@@H](CCC(=O)O)C(=O)N[C@@H](C(=O)N[C@H]2CCCCNC(=O)[C@@H](CC(N)=O)NC(=O)[C@@H](CC(=O)O)NC(=O)[C@@H](Cc3cnc[nH]3)NC(=O)[C@@H](Cc3ccccc3)NC(=O)[C@@H]([C@@H](C)CC)NC(=O)[C@@H](CCCN)NC2=O)[C@@H](C)CC)CS1	42%[21.5 µM]	-11%[20 µM]
14	CCC(C)CCCCC(=O)NC(CCN)C(=O)NC(C(=O)NC(CCN)C(=O)NC1CCNC(=O)C(C(C)O)NC(=O)C(CCN)NC(=O)C(CCN)NC(=O)C(CC(C)C)NC(=O)C(Cc2ccccc2)NC(=O)C(CCN)NC1=O)C(C)O (stereo not drawn)	-43%[2.33 µM]	0%
15	CC(=O)O[C@]1(C(C)=O)CCC2C3CCC4=CC(=O)CCC4(C)C3(F)C(O)CC21C (stereo partly drawn)	27%[59 µM]	-8%
16	O=C(O)c1cc(O)c2c(c1)[O][Bi][O]2	1µM*	-3%
17	CC(C)(C)c1ccc2c(S(=O)(=O)O)c(C(C)(C)C)ccc2c1	3%[12.7 µM]	75%[activator]
18	CC(=O)N[C@@H](CC(=O)O)C(=O)N[C@@H](CCC(=O)O)C(=O)O	22%[21.5 µM]	15%
19	COC(=O)C1C2CC3c4[nH]c5cc(OC)ccc5c4CCN3CC2CC(OC)C1OC (stereo not drawn)	?	-8%
20	CC1=CCC2CC1C2(C)C (stereo not drawn)	17%[59 µM]	-12%

Carrying on:
#	Compound	G9a block	GLS inh
21	CNC1CCc2cc(OC)c(OC)c(OC)c2-c2ccc(OC)c(=O)cc21 (stereo not drawn)	-18%[12.7 µM]	-6%
22	OCC1O[C@@H](O[C@@H]2C(CO)OC(O)C(O)C2O)C(O)C(O)C1O (stereo partly drawn)	-39%[12.7 µM]	8%
23	CC(=O)C1(O)Cc2c(O)c3c(c(O)c2C(OC2CC(N)C(O)C(C)O2)C1)C(=O)c1c(O)cccc1C3=O (stereo not drawn)	?	8%
24	COc1ccc(-c2noc(CC(=O)O)c2-c2ccc(OC)cc2)cc1	-28%[12.7 µM]	17%
25	CCCCCOC(=O)Nc1nc(=O)n(C2O[C@H](C)[C@@H](O)[C@@H]2O)cc1F (stereo partly drawn)	8%[59 µM]	-9%
26	Cc1onc(-c2c(F)cccc2Cl)c1C(=O)N[C@@H]1C(=O)N2[C@H]1SC(C)(C)[C@H]2C(=O)O	28%[59 µM]	3.5µM*
27	Cc1cn([C@H]2CC(F)[C@@H](CO)O2)c(=O)[nH]c1=O (stereo partly drawn)	9%[12.7 µM]	1%
28	O=P(O)(O)C(O)(Cn1ccnc1)P(=O)(O)O	20%[59 µM]	-15%
29	CN(C)[C@H]1C(=O)C(C(=O)NCN2CCCC2)=C(O)[C@]2(O)C(=O)C3=C(O)c4c(O)cccc4[C@@](C)(O)[C@H]3C[C@@H]12	7.9µM*	5µM*
30	CC(O)C(N)C(=O)O (stereo not drawn)	27%[59 µM]	6%

Continued.
#	Compound	G9a block	GLS inh
31	C[C@H](O)[C@@H]1C(=O)N2C(C(=O)O)=C(SCCN=CN)C[C@@H]12	32%[21.5 µM]	-13%[20 µM]
32	COc1ccc2c(c1OC)C(=O)OC2[C@H]1c2c(cc3c(c2OC)OCO3)CCN1C (stereo partly drawn)	0%[12.7 µM]	9%
33	CCCCC(CC)CCC(CC(C)C)OS(=O)(=O)O (stereo not drawn)	-3%[12.7 µM]	2%&1%
34	Nc1nc2[nH]cc(CCc3ccc(C(=O)NC(CCC(=O)O)C(=O)O)cc3)c2c(=O)[nH]1 (stereo not drawn)	-15%[12.7 µM]	-2%
35	C1OCOCO1	30%[59 µM]	2%
36	Cc1c(C)c2c(c(C)c1O)CC[C@@](C)(CCC[C@@H](C)CCC[C@@H](C)CCCC(C)C)O2	8%[21.5 µM]	2%
37	CC12C=CC(=O)C=C1[C@@H](F)CC1C2C(O)CC2(C)C1CC[C@]2(O)C(=O)CO (stereo partly drawn)	15%[59 µM]	6%
38	Oc1cc2cc(CCN3CCN(c4nsc5ccccc45)CC3)c(Cl)cc2[nH]1	?	5%
39	CCN[C@@H]1CN(CCCOC)S(=O)(=O)c2sc(S(N)(=O)=O)cc21	31%[21.5 µM]	-1%[20 µM]
40	Oc1cccc(O)c1O	3.5µM*	?

Continued:
#	Compound	G9a block	GLS inh
41	C[C@@]12C(=O)OC(=O)[C@]1(C)[C@H]1CC[C@@H]2O1	13%[21.5 µM]	8%[20 µM]
42	C=Cc1ccc(S(=O)(=O)O)cc1	6%[12.7 µM]	1%
43	[O]=[Bi][O][Bi]=[O]	0%[59 µM]	-4%
44	CCC(=O)NCCC1CCc2ccc3c(c21)CCO3 (stereo not drawn)	-2%[2.33 µM]	-2%
45	CNC1C(OC2C(O[C@@H]3C(O)C(O)[C@@H](N=C(N)N)C(O)C3N=C(N)N)OC(C)[C@@]2(O)CO)OC(CO)C(O)C1O (stereo partly drawn)	-7%[2.33 µM]	2%
46	CC(C)(CO)[C@@H](O)C(=O)NCCC(=O)NCCSSCCNC(=O)CCNC(=O)[C@H](O)C(C)(C)CO	-27%[12.7 µM]	7%
47	NS(=O)(=O)c1cc2c(cc1Cl)N[C@@H](CC1CCCC1)NS2(=O)=O	24%[21.5 µM]	-9%[20 µM]
48	COC(=O)C1[C@@H](OC)C(OC(=O)COc2ccc(OC)cc2)C[C@@H]2CN3CCc4c([nH]c5cc(OC)ccc45)[C@H]3C[C@H]12 (stereo partly drawn)	-21%[12.7 µM]	-3%
49	C#C[C@]1(O)CC[C@@H]2[C@H]3CCC4=CC(=O)CC[C@H]4[C@H]3C(=C)C[C@@]21CC	3%[12.7 µM]	-13%
50	O=C(NNCS(=O)(=O)O)c1ccncc1	8%[12.7 µM]	25%

One compound at a time, from the list above. Screens in order: G9a block	GLS inh
C[C@@]12C(=O)OC(=O)[C@]1(C)[C@H]1CC[C@@H]2O1 in the list: 13%[21.5 µM]	8%[20 µM]
C#C[C@]1(O)CC[C@@H]2[C@H]3CCC4=CC(=O)CC[C@H]4[C@H]3C(=C)C[C@@]21CC in the list: 3%[12.7 µM]	-13%
NS(=O)(=O)c1cc2c(cc1Cl)N[C@@H](CC1CCCC1)NS2(=O)=O in the list: 24%[21.5 µM]	-9%[20 µM]
CNC1C(OC2C(O[C@@H]3C(O)C(O)[C@@H](N=C(N)N)C(O)C3N=C(N)N)OC(C)[C@@]2(O)CO)OC(CO)C(O)C1O (stereo partly drawn) in the list: -7%[2.33 µM]	2%

Remaining list, next part.
#	Compound	G9a block	GLS inh
51	C[C@H](NCCc1ccc(O)cc1)[C@@H](O)c1ccc(O)cc1	0%[12.7 µM]	52%[activator]
52	COC(=O)C(CN)c1c[nH]c2ccc(OC)cc12 (stereo not drawn)	19%[59 µM]	16%
53	NC(=O)c1ncn(C2OC(CO)C(O)C2O)c1N (stereo not drawn)	27%[59 µM]	20%
54	C[C@@]12CCC(=O)C=C1C=CC1C2CC[C@]2(C)C1CC[C@@]21CCC(=O)O1 (stereo partly drawn)	-41%[2.33 µM]	7%
55	Clc1ccc([C@H](Cn2ccnc2)OCc2c(Cl)cccc2Cl)c(Cl)c1	-30%[21.5 µM]	-2%[20 µM]
56	O=C1c2cccc3c2[C@@H](CCC3)CN1[C@@H]1CN2CCC1CC2	-27%[12.7 µM]	9%
57	Cc1ccccc1OCC(O)CNCCOc1ccc(C(N)=O)cc1 (stereo not drawn)	-38%[2.33 µM]	-5%
58	CC1(O)CCC(C(C)(C)O)CC1 (stereo not drawn)	38%[59 µM]	9%
59	CS(=O)(=O)c1ccc([C@H](O)[C@H](CO)NC(=O)C(Cl)Cl)cc1	28%[21.5 µM]	3%[20 µM]
60	C=C(NC(=O)C(=C)NC(=O)c1csc(C2=N[C@@H]3c4csc(n4)[C@@H]4NC(=O)c5csc(n5)[C@@H]([C@](C)(O)[C@H](C)O)NC(=O)[C@@H]5CSC(=N5)/C(=C/C)NC(=O)[C@@H]([C@H](C)O)NC(=O)c5csc(n5)[C@]3(CC2)NC(=O)[C@@H](C)NC(=O)C(=C)NC(=O)[C@@H](C)NC(=O)[C@@H]([C@@H](C)CC)N[C@H]2C=Cc3c([C@H](C)O)cc(nc3[C@@H]2O)C(=O)O[C@H]4C)n1)C(N)=O	39%[21.5 µM]	-3%[20 µM]

Continued.
#	Compound	G9a block	GLS inh
61	CCN1C(=O)N[C@@H](c2ccccc2)C1=O	14%[21.5 µM]	-2%[20 µM]
62	NC(=O)C1c2ccccc2CCc2ccccc21	1%[12.7 µM]	10%
63	CN(C)[C@H]1C(=O)C(C(=O)NCN2CCCC2)=C(O)[C@]2(O)C(=O)C3=C(O)c4c(O)cccc4[C@](C)(O)[C@H]3C[C@H]12	1.6µM*	?
64	CC1(C)[C@@H](OC(=O)CCC(=O)O)CC[C@@]2(C)[C@H]1CC[C@@]1(C)[C@H]2C(=O)C=C2[C@H]3C[C@](C)(C(=O)O)CC[C@]3(C)CC[C@@]21C	26%[21.5 µM]	-7%[20 µM]
65	CCC(C)C(=O)OC1CC(O)C=C2C=CC(C)C(CCC(O)CC(O)CC(=O)O)C21 (stereo not drawn)	-4%[2.33 µM]	-2%
66	CC(C)(O)c1ccccc1CC[C@H](SCC1(CC(=O)O)CC1)c1cccc(/C=C/c2ccc3ccc(Cl)cc3n2)c1	2%[12.7 µM]	-5%
67	CO/N=C(\C(=O)N[C@@H]1C(=O)N2C(C(=O)O)=C(COC(C)=O)CS[C@@H]12)c1csc(N)n1	-39%[12.7 µM]	-12%
68	CNC1C(O)C(OC2C(N)CC(N)C(OC3OC(CN)=CCC3N)C2O)OCC1(C)O (stereo not drawn)	2%[12.7 µM]	-8%
69	CCCCCCCCCCCCCCCCOCCOCCOCCOCCOCCOCCOCCOCCOCCOCCOCCOCCOCCOCCOCCOCCOCCOCCOCCOCCO	-5%[12.7 µM]	-4%
70	NC(=O)[C@H]1O[C@@H](O)[C@H](O)[C@@H](O)[C@@H]1O	?	0%
71	CC(=O)[C@H]1CC[C@H]2[C@@H]3C=CC4=CC(=O)CC[C@@]4(C)[C@H]3CC[C@]12C	9%[21.5 µM]	1%[20 µM]
72	CCCCCCCCCC(=O)NO	7%[12.7 µM]	-2%&3%
73	CCCCCCCCCCCCCCCC(=O)OC[C@H](O)[C@H]1OC[C@@H](O)[C@@H]1O	0%[12.7 µM]	-2%
